Giardia killer: kills Giardia lamblia | Giardia lamblia trophozoite viability | activity change, % at 7.66 µM, hits read low | 0.15% of 340,000 active; in the data active means activity change below about -80%; inconclusive means between about -30% and that limit;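 further: parasites exposed to compound for two days anaerobically before the ATP read; on the % scale 0 is the no-effect control and ±100 the full control effect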
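Killing of trophozoites was scored by loss of ATP luminescence after a 48 hrs anaerobic exposure to compounds at 37 deg C, using 100 cells per well.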
Gal4-VP16 FLuc: inhibits Gal4-VP16 luciferase reporter, ROR gamma counter-screen | Drosophila S2 Gal4-VP16 UAS-luciferase, luminescence, 20 h | Potency, µM (top dose mostly 53.6 µM), inactives show at the highest dose activity, negative = inhibition, usual class: inhibitors | 3.5% of 310,000 active | AID 2546;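 further: Gal4-VP16 expression switched on by copper sulfate through the metallothionein promoter; potency means the concentration at half of the fitted maximal effect; on the % scale 0 is the no-effect control and ±100 the full control effect; nearly all actives have a fitted effect of over 50% in size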
NPC1 promoter act: activators of NPC1 promoter | 2.4% of 320,000 active | Potency, µM (top dose mostly 9.22 µM), inactives show at the highest dose activation, hits mostly activators | Huh7 NPC1 promoter luciferase reporter, 24 h;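 further: potency means the concentration at half of the fitted maximal effect; % of control where 0% means no effect; nearly all actives have a fitted effect of over 60% in size; reporter is driven by a mutant NPC1 promoter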
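Quantitative HTS used a cell-based reporter: Huh7 cells stably bearing the NPC1 promoter upstream of luciferase were treated with compounds for 24 h, and promoter activation was read as luminescence.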
p53 reactivation: restores transcriptional activity of mutant p53; H1299 p53-A138V BP100-luciferase reporter, luminescence, 24 h; Potency, µM (doses to about 92.2 µM), without a hit: at the highest dose activity change, positive = activation, actives largely listed as activators; 0.063% of 320,000 active; further: potency means the concentration at half of the fitted maximal effect; % of control where 0% means no effect; nearly all actives have a fitted effect of over 45% in size
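H1299 (p53-null), stable ts p53-A138V + BP100-Luc; 1000 cells/well, Opti-MEM/10% FBS; cpd 4 pt, 1:5; 24 h, 37 deg C, 5% CO2; detection reagent 10 min RT; luminescence.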
ELG1 genotoxic: inducers of genotoxicity in HEK293T ELG1-luciferase cells. HEK293T ELG1-luciferase reporter, luminescence, 16 h. Potency, µM (series often up to 46 µM), for the others: at the top dose activity change, positive = activation, actives largely listed as activators. 1.3% of 330,000 active; further: potency means the concentration at half of the fitted maximal effect; % of control where 0% means no effect; nearly all actives have a fitted effect of over 60% in size
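Screening used a luciferase reporter fused to human ELG1 in HEK293T cells. Luminescence was read on a CCD plate imager after 16 hr exposure and 30 min ONE-Glo incubation.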
Menin-MLL TR inh: displaces Texas Red mutant MLL peptide from human menin. AID 1768. Potency, µM (titrated, usually from 61.6 µM), without a hit: at the highest dose FP activity change, negative = inhibition, usual class: inhibitors. O00255. Menin + Texas Red MLL mutant peptide, fluorescence polarization. 0.23% of 270,000 active; active means well fitted inhibition curve with a large enough effect in the polarisation, with a control signal flat, not every such curve was filed as active; inconclusive means small, poorly fitted or top-dose-only effect, or effect the other way, or a change in a side signal; inactive means no such curve, though single readings can be large or run the other way; the % refers to the polarisation; further: potency means the concentration at half of the fitted maximal effect; % of control where 0% means no effect; many of its hits are not listed in these tables
RORg inh: ROR gamma (mouse) transcription inhibition; P51450; AID 2551; Drosophila S2 Gal4-RORgamma UAS-luciferase reporter, 20 h; Potency, µM (doses to about 53.6 µM), inactives show top-dose activity change, negative = inhibition, most hits filed as inhibitors; 5.4% of 310,000 active; further: potency means the concentration at half of the fitted maximal effect; on the % scale 0 is the no-effect control and ±100 the full control effect; nearly all actives have a fitted effect of over 60% in size
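ROR gamma transcriptional activity was tracked as Gal4-UAS luciferase output in stably transfected Drosophila Schneider cells, with compound added 1 hr before 700 uM copper sulfate induction and a 20 hr ambient-temperature incubation.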
PKM2 act: increases activity of human pyruvate kinase M2. P14618. purified PKM2, Kinase-Glo ATP luminescence, activation; response scale: 0% is enzyme alone, no compound. Potency, µM (doses to about 57.5 µM), for the others: top-dose activation, most hits filed as activators. 0.34% of 260,000 active. AID 1631; further: potency means the concentration at half of the fitted maximal effect; on the % scale 0 is the no-effect control and ±100 the full control effect; nearly all actives have a fitted effect of over 55% in size
Target sequence (P14618 whole entry, looked up): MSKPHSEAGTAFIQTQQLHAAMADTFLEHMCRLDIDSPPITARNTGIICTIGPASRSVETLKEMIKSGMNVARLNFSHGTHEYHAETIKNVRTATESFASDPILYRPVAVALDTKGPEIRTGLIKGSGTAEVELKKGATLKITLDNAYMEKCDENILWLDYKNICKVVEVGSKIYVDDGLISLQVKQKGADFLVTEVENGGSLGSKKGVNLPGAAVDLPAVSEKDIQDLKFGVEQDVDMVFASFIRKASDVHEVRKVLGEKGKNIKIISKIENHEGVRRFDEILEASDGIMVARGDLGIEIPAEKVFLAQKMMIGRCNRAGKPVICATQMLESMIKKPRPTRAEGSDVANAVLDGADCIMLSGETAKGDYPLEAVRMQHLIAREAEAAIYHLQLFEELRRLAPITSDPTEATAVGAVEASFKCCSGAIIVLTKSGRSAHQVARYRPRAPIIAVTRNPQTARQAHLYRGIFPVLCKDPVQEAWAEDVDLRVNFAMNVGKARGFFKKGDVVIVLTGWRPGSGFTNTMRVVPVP
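Purified hPK-M2 (>95% pure) converted ADP (0.1 mM final) to ATP with 0.5 mM PEP in 50 mM imidazole pH7.2, KCl, MgCl2, Tween 20, BSA; 1 h at room temperature. ATP detected by Kinase-Glo luminescence.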
BRCA1 expr act: BRCA1 expression activation | MCF7-BRCA1-FFLuc reporter, luminescence, 48 h; response scale: scaled: vehicle 0%, 10 µM genistein 100% | Potency, µM (series often up to 46.1 µM), without a hit: top-dose activation, hits mostly activators | 1.1% of 380,000 active | AID 624202; further: potency means the concentration at half of the fitted maximal effect; nearly all actives have a fitted effect of over 80% in size; some results filed as inactive show a strong effect at the top dose
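First, MCF7-BRCA1-FFLuc cells (2000/well) attach for 2 h; next, compounds are pin-added and incubated 48 h at 37 °C; finally, luciferase reagent is added and luminescence read after 15 min.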
FLuc modulator: firefly luciferase modulation, counter-screen for miR-21 project. P08659. purified FLuc, Km substrates, luminescence inhibition. Potency, µM (titrated, usually from 57.5 µM), for inactives: top-dose activity change, negative = inhibition, most hits filed as inhibitors. 6.9% of 360,000 active;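 further: potency means the concentration at half of the fitted maximal effect; plate controls were vehicle for no effect and reference inhibitor for full effect; nearly all actives have a fitted effect of over 55% in size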
Target sequence (P08659 whole entry, looked up): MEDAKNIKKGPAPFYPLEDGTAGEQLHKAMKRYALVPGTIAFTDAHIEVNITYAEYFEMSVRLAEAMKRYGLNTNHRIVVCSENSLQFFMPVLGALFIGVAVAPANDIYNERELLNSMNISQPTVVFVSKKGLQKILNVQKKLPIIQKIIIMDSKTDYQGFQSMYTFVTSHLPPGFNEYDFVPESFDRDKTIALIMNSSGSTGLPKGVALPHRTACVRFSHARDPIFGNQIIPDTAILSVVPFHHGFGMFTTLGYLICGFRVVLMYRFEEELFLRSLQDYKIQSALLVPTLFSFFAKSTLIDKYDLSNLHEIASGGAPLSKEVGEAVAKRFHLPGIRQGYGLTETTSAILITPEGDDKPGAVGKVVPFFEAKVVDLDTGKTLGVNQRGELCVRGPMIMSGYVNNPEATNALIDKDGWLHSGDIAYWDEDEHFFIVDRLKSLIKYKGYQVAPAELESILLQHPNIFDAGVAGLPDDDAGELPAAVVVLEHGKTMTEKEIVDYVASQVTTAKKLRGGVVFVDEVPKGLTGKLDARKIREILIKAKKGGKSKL
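Biochemical qHTS of compounds, final roughly 60 µM downward over six points, against 10 nM purified firefly luciferase using Km concentrations of substrates (10 uM D-luciferin, 10 uM ATP) in Tris acetate pH 7.5 buffer; luminescence output.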
Rab9 promoter act: activators of Rab9 promoter; 2.8% of 320,000 active; Huh7 Rab9 promoter-luciferase reporter, luminescence, 24 h; AID 485297; Potency, µM (top dose mostly 9.22 µM), inactives show at the top dose activation, negative = inhibition, actives largely listed as activators; further: potency means the concentration at half of the fitted maximal effect; % of control where 0% means no effect; nearly all actives have a fitted effect of over 60% in size
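Using Huh7 cells stably transfected with Rab9 promoter–luciferase, compounds were incubated 24 h at 37 °C, 5% CO2; luciferase luminescence was read 10 min after reagent addition.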
* = called active by the depositor; u = inconclusive; x = no result given; [ ] = dose if it differs, or a comment. Unless noted, the call rests on the fitted dose curve; in most records, active means well fitted curve in the direction sought with a large enough effect; inconclusive means small, poorly fitted or top-dose-only effect, or another doubt; inactive means no such curve, though single readings can be large; an effect the other way counts as inactive or inconclusive. An excerpt; the hit share may differ from the screen's.

Sample of the layout:
SMILES	Giardia killer	Gal4-VP16 FLuc	NPC1 promoter act	p53 reactivation	ELG1 genotoxic	Menin-MLL TR inh	RORg inh	PKM2 act	BRCA1 expr act	FLuc modulator	Rab9 promoter act
CCN(CC)CCNC(=O)c1c(O)c2c([nH]c1=O)CCCC2	25	-15%	1%	15%	3%	0%	-9%	-1%	16%	0%	4%
O=C(CCc1ccccc1)N1CCN(S(=O)(=O)c2cccs2)CC1	10	1%	3%	-19%	1%	x	-15%	3.5µM*	-10%	7%	3%

Results, repeating the preview:
SMILES	Giardia killer	Gal4-VP16 FLuc	NPC1 promoter act	p53 reactivation	ELG1 genotoxic	Menin-MLL TR inh	RORg inh	PKM2 act	BRCA1 expr act	FLuc modulator	Rab9 promoter act
CCN(CC)CCNC(=O)c1c(O)c2c([nH]c1=O)CCCC2	25	-15%	1%	15%	3%	0%	-9%	-1%	16%	0%	4%
O=C(CCc1ccccc1)N1CCN(S(=O)(=O)c2cccs2)CC1	10	1%	3%	-19%	1%	x	-15%	3.5µM*	-10%	7%	3%
O=C(NCCCN1CCN(C2CCCCC2)CC1)Nc1ccccc1C(F)(F)F	9	-6%	4%	-2%	1%	5%	3%	0%	-6%	7%	4%
CC1(C)CC(=O)CC2(C1)NCC(c1ccccc1Cl)c1c2[nH]c2ccccc12 (configuration not stated)	3	-9%	-4%	1%	-7%	-1%	-23%	8%	-74%	4%	-2%
COC(=O)C1=C(C)N(CCc2ccccc2)C(=O)/C1=C\c1ccco1	-8	u	0%	18%	-1%	24%	-93%	13%	-21%	-5%	0%
COc1ccccc1CNC(=O)c1cc(-c2ccccc2)nn1Cc1cc(C)no1	3	x	1%	5%	0%	x	x	x	4%	-11%	0%
CCCCC1CCC(c2nc(-c3ccccn3)no2)CC1 (configuration not stated)	9	13µM*	u	19%	u	u	u	-13%	-10%	2.7µM*	u
CN(C)S(=O)(=O)N1CCC(C(=O)O)(c2ccccc2)CC1	3	-6%	0%	2%	1%	-3%	u	12%	-7%	0%	-7%
CCOc1ccc(C(=O)C(C)OC(=O)CN2C(=O)NC(C)(C)C2=O)cc1 (configuration not stated)	-3	x	-3%	7%	2%	x	x	x	19%	2%	-4%
CCc1ccc(N(C(=O)c2csnn2)C(C(=O)NC(C)(C)C)c2cccnc2)cc1 (configuration not stated)	10	2%	1%	2%	1%	-1%	13%	0%	-4%	6%	19%
O=C(NNC(=O)c1ccccc1C(F)(F)F)c1csc(N2CCOCC2)n1	18	28%	1%	14%	15%	x	-25%	-1%	1%	0%	0%
CCC(C)[C@H](NC(=O)C1CC(=O)N(c2ccc(OC)cc2)C1)C(=O)NC1CCCC1 (some centres not stated)	-17	-6%	-4%	7%	3%	x	7%	x	4%	0%	-1%
COc1ccccc1/C=C/CN1CCC(Oc2ccc(C(=O)N3CCCC3)cc2)CC1	-7	-2%	4%	5%	0%	u	-16%	-4%	-14%	-2%	7%
COc1ccc2nc(NC(=O)C(NS(=O)(=O)c3cccs3)C(C)C)sc2c1 (configuration not stated)	-4	-12%	-6%	-6%	-6%	u	-2%	-19%	-45%	-1%	-14%
COC(=O)N1C(=O)[C@@](c2ccccc2)(C2CCCC2)N1C(=O)OC	-1	-3%	-8%	-8%	15%	-13%	11µM*	-12%	-31%	0%	-2%
Cc1cnc(NC(=O)c2ccc(F)c(S(=O)(=O)N3CCOCC3)c2)s1	11	x	10%	8%	0%	x	x	x	-11%	u	0%
Nc1c(C(=O)c2ccc(Cl)cc2)oc2ccccc12	20	u	u	u	u	-1%	23%	3%	1%	-17%	u
CCS(=O)(=O)N1CCN(C(=O)c2cccs2)CC1	5	1%	0%	-7%	1%	5%	-9%	-4%	-16%	1%	5%
CCOc1ccccc1NC(=S)N(Cc1cc2ccc(C)cc2[nH]c1=O)CC1CCCN1CC (configuration not stated)	20	-6%	-3%	5%	-1%	-11%	-30%	-22%	-27%	1%	-8%
CC1CCCN(C(=O)c2cccc(S(=O)(=O)Nc3cc(C(F)(F)F)ccc3Cl)c2)C1 (configuration not stated)	-13	-25%	-1%	9%	-4%	-22%	u	-19%	-6%	-1%	1%
O=S(=O)(c1cccc(-c2nnc(SCc3ccc(Cl)cc3)o2)c1)N1CCCCC1	-8	9%	-2%	1%	-2%	-1%	-22%	-14%	-18%	-2%	4%
CC(C)Oc1ccc(C(=O)NCC(=O)Nc2ccc3c(c2)CCC3)cc1	-21	x	-2%	15%	6%	x	x	x	30%	u	-4%
COc1cccc(-c2csc(NC(C)=O)n2)c1	-11	6%[0.365 µM]	4µM*	8%	10µM*	8%	u	-7%	13µM*	15µM*	4µM*
CN(CC(=O)Nc1cccc(S(=O)(=O)N2CCCCC2)c1)Cc1ccc(F)cc1	18	x	2%	2%	-3%	x	x	x	-29%	x	3%
O=C(CCS(=O)(=O)c1ccccc1)NCc1ccccc1	51[activator]	4%	-2%	0%	2%	x	-30%	-3%	8%	u	-1%
CSc1nnc(-c2cc3ccccc3cc2O)n1C	17	4%	11%	8%	11%	-7%	-44%	-2%	49%	u	1%
CCn1c(SCC(=O)OC(C)C)nnc1-c1ccccc1OC	4	-5%	-4%	3%	13%	-8%	-13%	-2%	-3%	-2%	0%
O=C(Nc1ccnn1C1CCN(Cc2c[nH]c3ccccc23)CC1)c1ccccc1	-21	1%	-4%	-10%	2%	-22%	-7%	x	-14%	1%	2%
CC(=O)Nc1ccc(C2=NN(c3ccccc3)C(c3ccccc3)C2)cc1 (configuration not stated)	3	-20%	15%	2%	11%	u	u	x	-23%	-13%	9%
Cc1cccc(OCC(=O)N/N=C/c2ccccc2C(=O)O)c1	-6	4%	0%	-3%	-2%	u	-4%	2%	7%	u	23%
CCOc1ccc([N+](=O)[O-])c(N)c1	-2	-3%	-3%	-6%	-4%	-20%	-4%	-16%	3%	-7%	-9%
Cc1cc2cc(CNS(=O)(=O)c3ccc4ccccc4c3)ccc2n1C	-29	4%	4%	-4%	8%	u	30%	-10%	-13%	-1%	2%
CCOC(=O)N1CCN(CCC(=O)Nc2cc([N+](=O)[O-])ccc2OC)CC1	-2	4%	-1%	-10%	0%	-6%	-4%	4%	14%	0%	4%
CSC1=C(C#N)C(=O)NC(c2ccc(Cl)cc2)S1 (configuration not stated)	1	7%	2%	6%	u	x	-9%	-4%	24%	-3%	0%
Cc1ccc(N(CC#N)C(=O)CS(=O)(=O)c2cccc([N+](=O)[O-])c2)cc1	11	-9%	1%	3%	-2%	-1%	-11%	-2%	6%	5%	10%
CCCC(=O)Nc1nc2ccc(NC(=O)c3ccccc3F)cc2s1	-9	-4%	-30%	0%	-2%	u	13%	5%	-50%	-22%	-12%
CC1CC(=O)C2=C(C1)Nc1nc3ccccc3n1C2c1cccnc1 (configuration not stated)	-5	8%	-2%	0%	-1%	-26%	0%	0%	-3%	-15%	-10%
Cc1cc(C)n(C(=O)Cc2cn3ccsc3n2)n1	-12	4%	-3%	-3%	3%	0%	-3%	0%	5%	9%	0%
CC(=O)N1c2ccccc2C(=O)C1N(C)c1ccc(C)cc1 (configuration not stated)	-4	-34%	-3%	u	2%	7%	-36%	x	-12%	-7%	13%
CN1CCN(Cc2c(O)ccc3cc(-c4ccccn4)c(=O)oc23)CC1	18	0%	0%	1%	2%	-2%	1%	1%	17%	-1%	5%
CCN1C(=O)c2ccccc2S(=O)c2ccc(C(=O)NCCN(CC(C)C)CC(C)C)cc21 (configuration not stated)	-1	12%	0%	-1%	-4%	u	-1%	x	-23%	2%	-1%
Cc1ccc(CCC(=O)Nc2ccc(Cl)cc2)o1	-15	9%	1%	x	3%	2%	-27%[1.91 µM]	-1%	3%	-2%	1%
COc1ccc(S(=O)(=O)N2CCN(C(=O)c3cccs3)CC2)cc1	2	0%	0%	8%	-5%	-6%	28%	14µM*	-5%	1%	-2%
COc1ccccc1OCCCCOc1ccccc1C(C)=O	-6	-4%	-5%	-4%	-3%	16%	3%[10 µM]	5%	-40%	-10%	-6%
O=C(COc1ccccc1Cc1ccccc1)NCCCN1CCOCC1	10	1%	-3%	-1%	-1%	x	11%	-3%	2%	0%	0%
O=C(NC(Cc1ccccc1)C(=O)Oc1ccc2c(C(F)(F)F)cc(=O)oc2c1)OCc1ccccc1 (configuration not stated)	1	-6%	-5%	-4%	-2%	0%	22%	0%	-7%	-3%	3%
COc1cc(C(=O)NCCC(=O)NCCN2CCCCCC2)cc(OC)c1OC	5	-3%	-1%	1%	7%	-6%	-15%	2%	0%	-1%	2%
